SENP7 block = blocks the human protease SENP7 | Q9BQF6 | recombinant SENP7, Z-RLRGG-aminoluciferin luminescence, 40 min | inhibition, % at 5 µM | 330,000 tested, 1.5% active | AID 434973;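 active means inhibition above about 50% at the single test dose, limit read from the data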;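 further: plate controls were DMSO with enzyme for no effect and no enzyme buffer wells for full effect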
Target sequence (Q9BQF6 706-1050 limits assumed): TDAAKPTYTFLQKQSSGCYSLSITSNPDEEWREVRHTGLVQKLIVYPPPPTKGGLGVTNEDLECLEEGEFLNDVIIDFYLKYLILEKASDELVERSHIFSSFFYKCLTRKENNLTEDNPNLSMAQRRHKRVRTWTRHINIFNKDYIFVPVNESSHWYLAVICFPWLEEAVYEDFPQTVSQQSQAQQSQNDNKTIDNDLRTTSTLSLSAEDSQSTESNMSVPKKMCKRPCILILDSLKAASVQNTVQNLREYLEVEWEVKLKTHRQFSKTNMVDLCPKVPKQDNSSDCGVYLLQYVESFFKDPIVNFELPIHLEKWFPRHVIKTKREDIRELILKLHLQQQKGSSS
PfGluPho inh = PfG6PD (Plasmodium falciparum) enzyme inhibition | AID 504690 | inhibition, % at 20 µM | PfGluPho enzyme, NADPH resazurin-diaphorase fluorescence | 350,000 tested, 0.78% active;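 active means inhibition reaching at least a set limit at 20 µM in the primary screen, cut at about 59% in these data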;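 further: 0% = DMSO wells with substrate and 100% = DMSO wells lacking glucose-6-phosphate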
HKDC1 inhibitor = inhibitors of human hexokinase HKDC1. Q2TB90. recombinant HKDC1, G6PDH/diaphorase resazurin coupled fluorescence. inhibition, % at 20 µM. 340,000 tested, 0.16% active. AID 493160;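 active means inhibition above about 35% when tested at 20 µM, limit read from the data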;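 further: plate controls were DMSO wells with enzyme for no effect and DMSO wells lacking enzyme for full effect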
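test system = in-house recombinant HK5 (HKDC1) enzyme | amount = HKDC1 at 5 µg/mL | control set = DMSO-enzyme wells negative, buffer-substituted wells positive | compound = one dose of 20 µM, 1% DMSO | schedule = reaction time 90 min, room temperature, protected from light | technique = resorufin fluorescence at 613 nm | reagent = glucose with 1 mM ATP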
MPTP block = inhibitors of mitochondrial permeability transition pore | inhibition, % at 10 µM | isolated mouse mitochondria, Ca2+ swelling absorbance, 30 min | 360,000 tested, 1.4% active;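 active means inhibition of 50% or more, scaled per plate between neutral and stimulator controls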;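 further: 0% = DMSO wells given calcium and 100% = 1 mM EGTA wells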
ATG4B inh = inhibitors of human ATG4B cysteine protease; ATG4B cleavage of LC3-PLA2, NBD-HPC fluorescence, 1 h; inhibition, % at 8.33 µM; 340,000 tested, 0.51% active; AID 504462; in the data active means inhibition above about 40%
SENP6 block = inhibitors of human SENP6 protease | Q9GZR1 | Recombinant SENP6 catalytic domain, aminoluciferin luminescence | inhibition, % at 10 µM | 330,000 tested, 1.8% active;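 active means inhibition above about 50% at the single tested dose, limit read from the data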;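 further: plate controls were DMSO wells with enzyme for no effect and DMSO wells lacking enzyme for full effect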
Target sequence (Q9GZR1 628-1112 limits assumed): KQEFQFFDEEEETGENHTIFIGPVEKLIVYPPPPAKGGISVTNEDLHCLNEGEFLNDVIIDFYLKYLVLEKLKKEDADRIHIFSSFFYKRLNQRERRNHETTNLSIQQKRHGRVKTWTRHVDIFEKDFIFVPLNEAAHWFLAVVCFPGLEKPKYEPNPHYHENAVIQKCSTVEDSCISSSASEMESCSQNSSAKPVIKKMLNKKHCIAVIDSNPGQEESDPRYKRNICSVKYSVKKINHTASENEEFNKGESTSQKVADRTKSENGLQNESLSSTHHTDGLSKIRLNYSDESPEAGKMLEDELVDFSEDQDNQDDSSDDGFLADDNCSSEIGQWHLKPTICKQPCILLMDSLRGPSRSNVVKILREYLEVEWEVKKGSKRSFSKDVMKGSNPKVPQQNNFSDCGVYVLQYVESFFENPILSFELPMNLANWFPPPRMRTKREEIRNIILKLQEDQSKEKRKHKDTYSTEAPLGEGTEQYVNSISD
GRIN3A LBD mod = NR3A (human) ligand-binding domain modulation | NR3A LBD differential scanning fluorimetry, Tm shift; 0% = protein alone, 100% = glycine-bound protein | AID 1259313 | 340,000 tested, 2.5% active | Tm shift relative to glycine control, % at 25 µM;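 active means melting temperature shift of at least 10% of the positive control shift, at one fixed dose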
SENP8 inh = inhibitors of human SENP8 protease | Q96LD8 | recombinant SENP8, Nedd8 substrate fluorescence | inhibition, % at 20 µM | 360,000 tested, 0.64% active | AID 602440; in the data active means inhibition mostly above about 40%, no sharp cut-off; inactive means mostly below about 27%
Target sequence (Q96LD8 whole entry, looked up): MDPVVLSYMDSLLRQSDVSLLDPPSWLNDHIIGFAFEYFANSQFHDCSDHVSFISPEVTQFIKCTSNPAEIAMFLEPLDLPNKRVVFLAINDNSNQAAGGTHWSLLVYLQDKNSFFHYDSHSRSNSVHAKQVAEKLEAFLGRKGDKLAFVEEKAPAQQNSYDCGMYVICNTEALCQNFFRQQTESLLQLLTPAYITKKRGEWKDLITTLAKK
Numbers without * were called inactive; . = no result given.

SMILES	SENP7 block	PfGluPho inh	HKDC1 inhibitor	MPTP block	ATG4B inh	SENP6 block	GRIN3A LBD mod	SENP8 inh
COc1ccccc1OC(=O)c1cc2ccccc2oc1=O	2	-3	-1	-0.8	0	-12	-2	2
O=C(NCc1ccccn1)c1cc2c(ccc3ccccc32)oc1=O	4	-10	-6	1.7	1	-15	-1	-415
CC1CCCCN1C(=O)CNCc1ccc(F)cc1 (stereo unspecified)	-1	3	5	0.4	-5	6	-1	15
CCn1ncc(C2=NOC(C(=O)Nc3ccc(C)cc3)C2)c1C (stereo unspecified)	-6	4	-2	3.7	-16	-10	1	18
CCOC(=O)Nc1cc(NC(=O)OCC)ncn1	.	-2	0	1.1	4	.	0	-14
CN(CC(=O)Nc1ccccc1Cl)C(=O)c1cccc(S(=O)(=O)N2CCN(c3ccccc3)CC2)c1	.	-9	2	30	-7	.	0	-1
COc1ccc(C2C3=C(CCCC3=O)NC3=C2C(=O)c2ccccc23)cc1 (stereo unspecified)	1	16	0	7.8	0	-23	1	35
CN(C(=O)c1ccc(NC(=O)Cc2cccc(NC(=O)C3CCCN(C(=O)C4CCCC4)C3)c2)cc1)C1CCCC1 (stereo unspecified)	1	-10	-2	-0.7	-6	11	1	-4
CCOCCCN1CN(Cc2ccccc2)CNC1=S	-6	-4	-9	-0.2	-8	-25	1	6
O=C(Nc1ccccc1)OCCN1CCN(Cc2ccccc2)CCC1=O	8	-2	-2	-1.4	-7	-7	-2	3
Cc1nc(S(=O)(=O)c2ccc(Cl)cc2)nc2c1CCC2	-12	3	-3	-2.4	1	-24	1	21
CCOc1cc2[nH]c(=S)n(Cc3ccc(C(=O)O)cc3)c(=O)c2cc1OCC	-3	-3	4	1.7	-2	5	0	9
O=C(NCC1COCCO1)c1ccc2nc(Cc3cccc(Cl)c3)oc2c1 (stereo unspecified)	4	-3	0	-0.6	5	2	-5	7
C=C(C)Cc1c(C)nc(-c2ccccc2)[nH]c1=O	0	2	-13	1.7	-2	6	1	26
CC/C(O)=C1\C(=O)CC(c2ccccc2)CC1=NCCc1c(C)[nH]c2ccc(C)cc12 (stereo unspecified)	2	10	-4	1.5	-5	-18	-27	26
O=C1c2cccnc2C(=O)N1Cc1ccco1	1	4	-7	-2.6	0	-6	2	9
Cc1cc(C(C)(C)C)cc(C)c1S(=O)(=O)N1CCN(C(=O)c2cc([N+](=O)[O-])c[nH]c2=O)CC1	2	-11	1	1.3	-12	7	-7	12
CCOc1ccc(S(=O)(=O)N2CCN(c3ccc(OC)cc3)CC2)c2cccnc12	1	16	2	1.4	-2	-1	2	20
CCCOc1ccccc1Cn1c(=O)oc2ccccc21	-11	-13	-4	-2.7	5	17	3	8
CC(C)OC(=O)Cn1c(=O)sc2ccccc21	1	-3	2	0.3	-3	5	-2	20
COc1cccc(C(=O)N2CCN(C(=O)C3CC3)CC2)c1	-1	-9	-4	-2.2	-3	-32	1	0
Cn1c(=O)cc(OCCCC(=O)N2CCN(Cc3ccc4c(c3)OCO4)CC2)c2ccccc21	1	8	-1	0.8	-4	-15	-2	20
Cc1ccsc1/C=N/NC(=O)CN1CCN(S(=O)(=O)c2ccc(Br)cc2)CC1	0	-2	-10	2.6	-5	-7	-3	13
CC(C)c1ccc(S(=O)(=O)N2CCN(C(=O)c3cc([N+](=O)[O-])ccc3N3CCOCC3)CC2)cc1	9	49	7	0.4	-3	-8	-1	13
N#C/C(=C\c1ccc([N+](=O)[O-])o1)C(=O)Nc1ccc(F)cc1	2	49	14	3.6	-3	21	-4	-10
Cc1ccc(C)c(NC(=O)CCC(=O)NNS(=O)(=O)c2ccc(Cl)cc2)c1	-4	2	0	0.4	8	6	0	0
COc1cc(Cl)c(C)cc1NC(=O)c1ccccc1-n1cnnn1	5	4	-5	0.3	-2	-1	0	-25
Cc1ccc(C)c(NC(=O)COC(=O)CCCN=C2NS(=O)(=O)c3ccccc32)c1	6	-1	2	0.5	4	19	0	22
Fc1ccc(CNCc2ccccc2Cl)cc1	1	0	-9	-0.8	-4	5	-2	4
O=C(NCCC1=CCCCC1)C1CCN(S(=O)(=O)c2ccccc2C(F)(F)F)CC1	0	-9	-1	-0.8	9	-13	-2	14

Part of the list above, showing only SENP8 inh and SENP6 block.
| mol | SENP8 inh | SENP6 block |
| --- | --- | --- |
| O=C1c2cccnc2C(=O)N1Cc1ccco1 | 9 | -6 |
| Cc1cc(C(C)(C)C)cc(C)c1S(=O)(=O)N1CCN(C(=O)c2cc([N+](=O)[O-])c[nH]c2=O)CC1 | 12 | 7 |

Complete entries, looked up by structure.
Profile of CN(C(=O)c1ccc(NC(=O)Cc2cccc(NC(=O)C3CCCN(C(=O)C4CCCC4)C3)c2)cc1)C1CCCC1 (stereo unspecified) → SENP7 block: 1; PfGluPho inh: -10; HKDC1 inhibitor: -2; MPTP block: -0.7; ATG4B inh: -6; SENP6 block: 11; GRIN3A LBD mod: 1; SENP8 inh: -4
Profile of CCOC(=O)Nc1cc(NC(=O)OCC)ncn1 → SENP7 block: .; PfGluPho inh: -2; HKDC1 inhibitor: 0; MPTP block: 1.1; ATG4B inh: 4; SENP6 block: .; GRIN3A LBD mod: 0; SENP8 inh: -14
Profile of C=C(C)Cc1c(C)nc(-c2ccccc2)[nH]c1=O → SENP7 block: 0; PfGluPho inh: 2; HKDC1 inhibitor: -13; MPTP block: 1.7; ATG4B inh: -2; SENP6 block: 6; GRIN3A LBD mod: 1; SENP8 inh: 26

Next section
SMILES	SENP7 block	PfGluPho inh	HKDC1 inhibitor	MPTP block	ATG4B inh	SENP6 block	GRIN3A LBD mod	SENP8 inh
CCOc1cc(C(=O)N2CCOCC2)ccc1OCc1ccccc1	11	2	0	-0.7	-2	-20	-3	23
COc1ccccc1C(=O)NCCC(=O)NNC(=O)c1ccccc1O	-3	-16	-6	0.2	-5	1	0	-286
COc1ccc(NC(=O)C(c2ccccc2)N2CCN(c3ccccn3)CC2)cc1Cl (stereo unspecified)	5	9	-5	1.4	1	-12	-29	2
N#Cc1c(SCC(=O)Nc2ccccc2C(F)(F)F)sc2c(O)cc(=O)[nH]c12	1	15	4	-0.2	0	-12	-5	-5
c1ccc2c(c1)CCN(c1nc3ccccc3n3cnnc13)C2	15	18	4	-0.1	-8	7	-5	-77
O=C(CCCNC(=O)c1ccc(Cl)cc1)Nc1cccc(S(=O)(=O)N2CCCCC2)c1	9	-6	2	-2.4	-10	8	-3	0
COc1ccc(NC(=O)CC(CC(=O)O)c2cc(OC)c(OC)c(OC)c2)cc1 (stereo unspecified)	8	-6	-1	2.1	3	-7	4	12
O=C(NCCN=C1NS(=O)(=O)c2ccccc21)c1ccccc1	-4	8	-3	0.6	6	11	-2	3
CCOC(=O)C(=Cc1cc(=O)c(OC)co1)C(=O)OCC	.	0	-12	-1.8	7	.	-2	2
Cc1cccc(Nc2cc(=O)n(C)c(=O)[nH]2)c1	6	7	-4	-0.4	0	-10	-1	7
Cc1cc2n(n1)SC(Nc1cccc3ccccc13)N2 (stereo unspecified)	4	7	-3	0.9	-5	-3	2	-112
COc1cccc(NC(=O)CN(C)C(=O)CNC(=O)c2ccc(Oc3ccccc3)cc2)c1	-13	-20	0	-1.7	-6	-3	-4	20
Clc1ccc(OCCn2ccnc2)c2ccccc12	4	20	6	-1.1	0	11	0	9
O=C(O)CCn1c2ccccc2c2nc3ccccc3nc21	-9	-5	2	0.4	-1	9	-1	-245
CCCOc1c(OC)cccc1C1CC(=O)Nc2cc3c(cc21)OCCO3 (stereo unspecified)	3	10	3	-2.4	-14	-1	-1	7
CC(C(=O)N(C)CC(=O)Nc1ccccc1C(F)(F)F)N1C(=O)c2ccccc2C1=O (stereo unspecified)	8	5	-4	0.4	-4	-7	0	5
Fc1ccc(NC(=S)N2CCN(c3cccc(C(F)(F)F)c3)CC2)cc1	5	21	-7	101*	-1	4	-3	6
Cc1cc(C)cc(NC(=O)COC(=O)Cc2ccccc2F)c1	8	8	-5	-0.9	-5	-4	-1	9
CC(C)C(CCNC(=O)CC(Cc1ccccc1)c1ccco1)c1ccco1 (stereo unspecified)	5	4	5	9.7	23	0	0	-3
CCCCN(C(=O)COc1ccc(NC(C)=O)cc1)C1CCS(=O)(=O)C1 (stereo unspecified)	3	-1	-2	-0.2	-2	-10	1	10
CC(=O)N1CC2([N+](=O)[O-])CN(C(C)=O)CC([N+](=O)[O-])(C1)C2(C)C	2	-2	-8	-1.7	0	-6	-1	4
COc1ccccc1CC(=O)Nc1cc2oc3ccccc3c2cc1OC	4	17	1	2.4	-7	-7	-7	-1
COc1ccc(N(C(=O)c2ccncc2)S(=O)(=O)c2ccc(OC)c(OC)c2)cc1	0	-4	-4	-0.3	-5	-4	1	16
CN1CCN(C(=O)CCC(=O)O)CC1	5	-8	-2	-0.3	1	5	1	30
Cc1nn(-c2ccccc2)c(Cl)c1/C=C/C(=O)c1ccc(O)cc1	2	-23	0	3.5	1	9	15*	12
CCOC(=O)CCCCCC(=O)Nc1ccc2c(c1)CC(=O)N([C@@H](C)CO)C[C@H](C)[C@@H](CN(C)C(=O)Nc1ccc3c(c1)OCO3)O2	8	32	4	-0.1	0	-9	-2	16
Cc1ccc(C(O)c2ccncc2)cc1 (stereo unspecified)	0	7	-10	0.8	1	11	-1	7
CC(C)CN1C(=O)C(=O)N(CC(=O)N(C)CC(=O)Nc2ccc(F)cc2)C1=O	3	-10	4	-0.5	-6	16	2	9
O=C(COC(=O)c1c(Cl)ccc(Cl)c1Cl)NC(=O)NCc1ccccc1	-9	14	7	2.9	0	-28	-7	8
O=C(c1ccccc1)N1CCOC(O)(c2ccccc2)C1c1ccccc1 (stereo unspecified)	.	12	6	-0.5	-1	.	0	13
COc1c2ccoc2c(OCC=C(C)C)c2oc(=O)ccc12	-27	68*	4	-0.1	1	1	2	-5
Clc1ccc(C2=Nn3c(nnc3-c3n[nH]c4c3CCC4)SC2)cc1	-1	0	-4	-2.2	-19	-12	0	14
O=C(CCCn1c(=O)oc2ccccc21)NNC(=O)COc1ccc(F)cc1	3	7	-7	-1.6	1	-2	3	15
Cc1ccc(S(=O)(=O)NCc2ccccc2)cc1C(=O)NCCc1ccc(S(N)(=O)=O)cc1	9	-22	1	-2.5	0	7	1	10
CCC(CC)Nc1ccc(C(CC(N)=O)NC(=O)c2ccccc2)cc1[N+](=O)[O-] (stereo unspecified)	-6	9	3	0.6	0	-20	2	26
CC(NC(=O)/C(C#N)=C/c1ccc(N2CCOCC2)cc1)c1ccccc1 (stereo unspecified)	-2	-8	-1	0.2	-18	-6	-1	-200
CC(=O)N1CCc2c(sc(NC(=O)CN3C(=O)c4ccccc4C3=O)c2C(N)=O)C1	-6	-16	-2	-1.6	-5	16	1	-13
Cc1cc(N2CCC(C)CC2)nc(-n2nc(C)cc2C)n1	-1	-9	5	-0.9	4	-3	-4	13
O=C(N1CCCCC1)C1(S(=O)(=O)c2ccccc2)CC=CC1	6	0	-6	-2.3	-6	-9	-4	13
Cc1ccsc1-c1ccnc(-n2cccc2)n1	-3	-8	0	0.7	8	7	-1	-64
COC(=O)c1ccc(CSc2nnc(CNC(=O)c3cccs3)o2)o1	5	-4	5	-1.6	2	5	-1	5
Cc1c(Cl)cccc1NC(=O)NCc1ccccn1	0	5	-2	-0.9	-1	-7	2	2
Cc1nc2cc(NC(=O)CSc3nc4c(C)cccc4cc3C#N)ccc2s1	-3	-10	-3	6.6	0	-21	1	-13
C#CCOCCOCCOCCNc1nc(N2CCN(C(=O)[C@H](CO)n3cc([C@@H](N)C(C)C)nn3)CC2)nc(N2CCN(C(=O)[C@H](CCC(=O)O)n3cc([C@@H](N)[C@H](C)CC)nn3)CC2)n1	-2	6	1	0.4	-3	19	1	15
CC1CCCN(C2(O)C(=O)Nc3ccc([N+](=O)[O-])cc32)C1 (stereo unspecified)	7	-4	0	1.4	1	4	1	21
COc1ccc(NC(=O)CN(C)S(=O)(=O)c2ccc3c(c2)CC(C)N3C(C)=O)c(OC)c1 (stereo unspecified)	-1	-6	-4	1.8	1	-3	3	10
CCOC(=O)c1nc(Nc2ccc(C(=O)OC)cc2)c2ccccc2n1	-8	7	0	0.5	-12	-21	-3	-412
CC(=O)N/C(N)=N/c1nc(=O)c2ccccc2s1	4	1	5	3.6	1	-13	0	-34

Screens from PubChem BioAssay.
